PP1 inh: counter-screen for PP5 inhibitors: inhibitors of human PP1-alpha; P62136; purified PP1alpha, OMFP fluorescence; inhibition, % at 6.7 µM; 320,000 tested, 0.9% active;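 active means inhibition above the mean inhibition of all tested compounds plus 3 SD, computed separately for each screening campaign, cut at about 15% in these data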
Target sequence (P62136 whole entry, looked up): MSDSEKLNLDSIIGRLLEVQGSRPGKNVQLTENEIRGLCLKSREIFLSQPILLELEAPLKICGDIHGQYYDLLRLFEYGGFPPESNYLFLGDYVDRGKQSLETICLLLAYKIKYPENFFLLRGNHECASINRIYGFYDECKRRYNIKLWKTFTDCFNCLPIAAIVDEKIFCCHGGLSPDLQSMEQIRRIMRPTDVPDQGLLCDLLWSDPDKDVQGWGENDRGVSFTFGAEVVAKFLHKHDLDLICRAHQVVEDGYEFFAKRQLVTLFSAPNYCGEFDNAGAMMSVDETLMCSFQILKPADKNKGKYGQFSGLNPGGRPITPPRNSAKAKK
GRK2 inh: inhibitors of human GRK2 displacing RNA aptamer; P25098; bead flow cytometry, FAM-aptamer displacement from GRK2; inhibition of aptamer binding, % at 10 µM; 330,000 tested, 0.59% active;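 active means inhibition of aptamer binding above 40%, roughly 3 SD of noise, on plates passing a quality check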;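 further: median bead fluorescence of bound FAM aptamer so fluorescent compounds give negative values; no value below 0 was filed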
procasp7 counter: counter-screen: procaspase-7 (human) activation. P55210. recombinant procaspase-7, Ac-DEVD-pNA absorbance 405 nm; D23A/D198A/D206A triple mutant, cannot self-cleave; scale: DMSO 0, 5 µM enzyme 100. activation, % at 8.5 µM. 330,000 tested, 0.093% active. AID 463210;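 active means percent activation above the screen-wide mean plus 3 SD, cut at about 25% in these data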
Target sequence (P55210 whole entry D23A/D198A/D206A): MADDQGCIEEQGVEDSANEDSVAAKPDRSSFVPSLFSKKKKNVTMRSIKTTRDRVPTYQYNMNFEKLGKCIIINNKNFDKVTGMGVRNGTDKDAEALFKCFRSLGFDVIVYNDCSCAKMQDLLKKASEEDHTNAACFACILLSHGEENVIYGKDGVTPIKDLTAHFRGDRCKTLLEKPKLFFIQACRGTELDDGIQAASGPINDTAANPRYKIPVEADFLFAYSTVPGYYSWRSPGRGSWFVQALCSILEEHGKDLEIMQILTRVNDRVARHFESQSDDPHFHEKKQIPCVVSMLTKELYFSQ
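System: Procaspase-7 triple mutant (PC-7 D3A); measure: % activation from two-timepoint absorbance difference, scaled to controls; times: 1 h compound preincubation, 2 h substrate cleavage, 25 °C; also added: Ac-DEVD-pNA substrate, 400 µM as added; measured by: Epi-absorbance of released pNA at 405 nm, two timepoints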
JMJD2C inh: human JMJD2C demethylase inhibition; 330,000 tested, 0.069% active; GST-JMJD2C(1-420) H3K9me3 demethylation, DELFIA europium; Q9H3R0; inhibition, % at 2.35 µM;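 active means more than half of a compound's replicate wells show inhibition beyond 50%, single wells judged on their own value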;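 further: signal counts dimethyl H3K9 product captured on neutravidin plate; 0% = median of DMSO wells and 100% = 0.3 times that DMSO median; strong numbers were not always called active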
Target sequence (Q9H3R0 1-420 limits assumed): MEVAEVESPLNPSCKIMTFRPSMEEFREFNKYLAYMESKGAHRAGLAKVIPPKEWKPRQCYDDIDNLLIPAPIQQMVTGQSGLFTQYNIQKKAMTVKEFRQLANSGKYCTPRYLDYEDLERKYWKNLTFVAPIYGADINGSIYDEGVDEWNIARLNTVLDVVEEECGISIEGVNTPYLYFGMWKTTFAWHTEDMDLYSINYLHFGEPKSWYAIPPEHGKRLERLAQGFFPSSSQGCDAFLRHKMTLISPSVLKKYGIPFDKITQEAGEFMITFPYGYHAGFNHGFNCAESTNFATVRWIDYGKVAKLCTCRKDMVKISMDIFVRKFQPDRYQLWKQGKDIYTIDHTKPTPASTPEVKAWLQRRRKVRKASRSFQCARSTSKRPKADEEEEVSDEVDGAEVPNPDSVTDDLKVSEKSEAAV
CTSL1 counter: blocks F. hepatica cathepsin L1 in PFM18AAP counter-screen | recombinant F. hepatica cathepsin L1, Z-Leu-Arg-MCA fluorescence | inhibition, % at 5.96 µM | 300,000 tested, 0.49% active | AID 1906;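 active means inhibition above the mean of all tested compounds plus 3 SD, set per screening campaign, cut at about 17% in these data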;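 further: 0% = plate median of test compound wells and 100% = 1 µM Z-Phe-Ala-diazomethylketone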
PP5 inh: inhibitors of human protein phosphatase 5 (PP5); 320,000 tested, 0.18% active; P53041; purified PP5c, OMFP substrate fluorescence; inhibition, % at 6.7 µM; AID 1987;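 active means inhibition above the campaign's mean inhibition across all tested compounds plus 3 SD, cut at about 9.5% in these data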;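 further: 0% = DMSO only and 100% = 100 µM cantharidin control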
HCV core dimer: HCV core protein dimerization inhibition; TR-FRET GST/Flag-core106 dimerization, 1536-well; inhibition, % at 5 µM; 300,000 tested, 0.33% active; AID 1899;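 active means inhibition above the mean of all tested compounds plus 3 SD, set per screening campaign, cut at about 45% in these data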
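Assay system: tagged HCV core106 pair (GST and Flag); medium: KF-containing HEPES buffer, pH 7.45, DTT, CHAPS, BSA; also added: Eu donor and XL665 acceptor anti-tag antibodies; dosing: 5 µM single dose; timing: compound-protein-antibody incubation 4 h at 22.5 °C; signal: TR-FRET 671 and 617 nm emission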
VLA-4 inh: inhibition in a human VLA-4 binding assay | VLA-4 expressing cells, ligand binding flow cytometry | inhibition, % (about 7 µM as worked out from the volumes in the protocol) | 330,000 tested, 0.2% active | P13612; in the data active means inhibition above about 50%
procasp3 activ: activators of human procaspase-3. 330,000 tested, 0.11% active. P42574. activation, % at 8.5 µM. AID 463141. recombinant procaspase-3 D3A, Ac-DEVD-pNA absorbance 405 nm;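 active means activation above the mean of all tested compounds plus 3 SD, cut at about 21% in these data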;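 further: 0% = DMSO alone and 100% = DMSO wells spiked with extra 5 µM PC-3 D3A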
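Assay system: Procaspase-3 D3A mutant, all three cleavage aspartates alanine. Buffer or medium: Zinc-free HEPES saline buffer with Triton X-100. Times: 1 h compound preincubation, 2 h substrate hydrolysis at 25 °C. Measured by: 405 nm absorbance of p-nitroaniline, reads at 0 and 120 min. Read-out basis: percent activation relative to control range. Replicates: singlicate.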
* hit, by the source's call; nt = no result given.

SMILES	PP1 inh	GRK2 inh	procasp7 counter	JMJD2C inh	CTSL1 counter	PP5 inh	HCV core dimer	VLA-4 inh	procasp3 activ
CCCCN(C(=O)C1=COCCO1)c1c(N)n(Cc2ccccc2)c(=O)[nH]c1=O	0	1	6	-10	6	-0.1	1	4	6
CC1CCCC(NC(=O)CSc2ncccn2)C1C (stereo not given)	-1	2	-11	-6	nt	2.9	nt	-10	-2
O=C(CCc1ccc(S(=O)(=O)NCc2ccccc2)cc1)N1CCN(Cc2ccc3c(c2)OCO3)CC1	-2	3	-7	-6	9	0.9	7	-4	-2
CN(C)S(=O)(=O)Oc1ccsc1C(=O)Nc1ccc(Cl)cc1	3	0	-1	-4	1	2.5	-5	12	1
C/C(=N\NC(=O)c1ccc(Cn2cc([N+](=O)[O-])cn2)o1)c1cccc(NC(=O)C(C)C)c1	-2	0	-1	-7	4	0.1	-6	0	0
CC(=O)Nc1ccc(NC(=O)C2CC(=O)Nc3ncnn32)cc1 (stereo not given)	-6	1	-1	5	-3	0.2	-1	-2	-4
O=P(OC1CCCCC1)(OC1CCCCC1)C(O)c1cccnc1 (stereo not given)	-4	1	0	4	-6	-2.1	2	12	14
O=C(NN/C(=N/S(=O)(=O)c1ccc(Cl)cc1)c1ccccc1)c1ccc(O)cc1	-2	0	4	-1	4	-2.3	-3	7	-4
CN(Cc1cnccn1)C(=O)CC1C(=O)NCCN1Cc1cccc(F)c1 (stereo not given)	-5	1	1	1	2	-0.3	-3	16	8
CCOC(=O)C1(CCOc2ccccc2)CCN(Cc2cccc3nonc23)CC1	-3	0	-7	2	6	1.4	1	0	-5
CCCNS(=O)(=O)c1ccc(OCC(=O)NCCCOC)cc1	0	6	1	-1	-2	1.4	-5	13	1
COC(=O)[C@H](C)NC(=O)Nc1cc(Cl)ccc1C	2	4	10	-4	-2	3.3	-1	15	-4
Cc1ccc(SCCc2ccc(C)nc2)cc1	3	2	-4	2	14	3.4	-6	8	8
CCn1c(SCC(=O)Nc2nc3ccc(C)cc3s2)nc2c(c1=O)SC(C)C2 (stereo not given)	16*	0	8	-6	4	-3.3	25	-14	-3
CCc1ccc(OCc2nc(-c3ccccn3)no2)c(Br)c1	-1	1	1	5	5	-0.3	6	-2	0
NC(=O)C1CC(=O)N(CCc2ccc(F)cc2)C1 (stereo not given)	-4	1	-10	17	-2	3.0	-1	5	2
CCCc1cc(=O)[nH]c(SCC(=O)NCC2COc3ccccc3O2)n1 (stereo not given)	-2	1	8	nt	nt	0.2	nt	1	3
Cc1ccnc(NC(=O)C2CCN(S(=O)(=O)c3ccc4ccccc4c3)CC2)c1	-2	1	-1	-7	0	2.2	7	4	2
CCOc1ccc(C(=O)NCC(=O)NCCOc2ccc(C)cc2)cc1	-2	0	-2	32	0	0.1	-2	12	0
CCC1CCCCN1Cc1ccc(OC)c(OC)c1 (stereo not given)	-6	0	5	26	1	0.3	-7	25	3
COc1ccc(O)c(C(=O)c2cnc3c(c2)c(C)nn3C)c1	-2	2	7	-4	0	-1.1	-1	10	-6
COc1cc(C(=O)Nc2ccc(S(=O)(=O)N3CCc4ccccc43)cc2)cc(OC)c1OC	-1	4	6	9	3	2.6	18	18	4
CC(=O)c1c(C(C)=O)c(C)n(-c2ccc(C(=O)O)cc2)c1C	1	0	16	7	3	-1.7	-1	2	7
O=C(NCCN1CCN(C(=O)c2cccc(OC(F)F)c2)CC1)c1cccc(OC(F)F)c1	nt	2	10	6	nt	nt	nt	-4	12
Cc1ccc(C(=O)N(C)Cc2nc3ccccc3c(=O)[nH]2)cc1NC(=O)c1ccco1	nt	0	14	9	nt	nt	nt	6	6
Cc1ccc(-c2nn3c(C)nnc3c3ccccc23)cc1S(=O)(=O)N1CCN(CCO)CC1	-4	3	-6	9	-3	1.8	-7	25	-3
CCOc1ccc(S(=O)(=O)Nc2cccc(C(=O)NCC(c3ccco3)N3CCCC3)c2)cc1 (stereo not given)	-1	0	-4	4	nt	0.9	nt	0	11
COc1ccccc1NC(=O)C(C)N(C)CCOc1ccccc1 (stereo not given)	-1	3	-10	-2	-5	3.0	-4	4	0
O=C1C=C(c2cc(C(F)(F)F)cc(C(F)(F)F)c2)C[C@@H](c2ccc3c(c2)OCO3)C1	1	0	12	1	nt	7.3	nt	-8	0
O=C1N/C(=N\N=C\c2ccco2)SC1Cc1ccc(F)cc1 (stereo not given)	1	0	7	0	7	-1.4	8	2	2
CCCNC(=O)NC(=O)CN1C(=O)NC(C)(c2ccc(C)cc2)C1=O (stereo not given)	-1	10	2	-15	-2	-0.9	2	0	-6
Cc1noc(C)c1NC(=O)N(C)C[C@H]1Oc2ccc(NC(=O)Nc3ccc(C(F)(F)F)cc3)cc2C(=O)N([C@H](C)CO)C[C@@H]1C	nt	3	1	-8	nt	nt	nt	-1	-5
CC1CCCCC1NC(=O)C1CCN(S(=O)(=O)c2ccc3c(c2)CCC(=O)N3)CC1 (stereo not given)	-1	0	3	8	-2	0.2	-1	-13	4
O=C1NC(=O)C2(CCCc3ccccc32)N1 (stereo not given)	1	0	-1	-15	-1	-2.5	-4	7	-3
O=C1OCc2nc3cc4c(cc3c(-c3ccc(F)cc3)c21)OCO4	-2	0	7	-7	-1	3.4	1	10	-6
CC(=O)c1ccccc1OC(=O)COc1ccc([N+](=O)[O-])cc1	-1	0	1	1	-9	-0.6	2	0	-2
O=C(COC(=O)C1CCN(C(=O)c2ccc(Cl)cc2)CC1)c1ccco1	8	0	-8	4	6	-8.2	-2	-9	-1
CCC(C)NC(=O)c1cc2c(=O)n3ccccc3nc2s1 (stereo not given)	-2	3	-3	-3	0	-0.8	-4	-7	-1
Cc1ccc(C(=O)NC(NCc2ccccc2)C(Cl)(Cl)Cl)cc1 (stereo not given)	2	0	2	0	2	1.2	-8	12	0
CCc1nccn1C(=O)c1cnn2c(C(F)F)cc(-c3ccc(C)cc3)nc12	2	0	-3	-6	5	0.0	9	12	-8

Ordered by molecular weight (smallest number first): 3 of the compounds above.
SMILES	PP1 inh	GRK2 inh	procasp7 counter	JMJD2C inh	CTSL1 counter	PP5 inh	HCV core dimer	VLA-4 inh	procasp3 activ
CC1CCCC(NC(=O)CSc2ncccn2)C1C (stereo not given)	-1	2	-11	-6	nt	2.9	nt	-10	-2
O=C1C=C(c2cc(C(F)(F)F)cc(C(F)(F)F)c2)C[C@@H](c2ccc3c(c2)OCO3)C1	1	0	12	1	nt	7.3	nt	-8	0
Cc1ccc(-c2nn3c(C)nnc3c3ccccc23)cc1S(=O)(=O)N1CCN(CCO)CC1	-4	3	-6	9	-3	1.8	-7	25	-3

Additional structures.
SMILES	PP1 inh	GRK2 inh	procasp7 counter	JMJD2C inh	CTSL1 counter	PP5 inh	HCV core dimer	VLA-4 inh	procasp3 activ
N#Cc1cc2c([nH]c1=S)CCCC2	-1	0	-29	1	-2	-0.7	-5	-11	-25
Cc1ccc(S(=O)(=O)N2CCN(C(=O)CSc3ncn[nH]3)CC2)c(C)c1	-2	1	-7	13	1	-0.3	-1	5	1
CC(C)C1Cc2[nH]c(=O)c(C(=O)O)cc2CO1 (stereo not given)	-5	0	2	-5	-1	1.4	0	14	-3
Cc1nc(Cc2ccc(OC(C)C)cc2)[nH]c(=O)c1CC(=O)O	-2	1	0	-5	-2	-1.0	-2	14	-4
COc1ccc(CCNC(=O)CSc2cn(Cc3ccccc3)c3ccccc23)cc1OC	4	0	4	0	3	2.7	-4	-16	4
CN(C)/C=C/C(=O)c1cccc(C(F)(F)F)c1	-1	0	3	3	0	-2.6	0	-3	-2
Cc1ccsc1C(=O)NNC(=O)c1cccc(S(=O)(=O)N2CCCC2)c1	0	5	-5	-13	nt	0.8	nt	10	1
Cc1cc(C)nc(/N=C(\NC(=O)C(C)(C)C)Nc2ccccc2)n1	-3	0	3	2	3	1.1	-5	14	2
O=C(CCc1nnc(C2(c3ccc(Cl)cc3)CCC2)o1)N1CCCC1	-2	0	-4	-8	2	0.1	5	-109	3
CC(=O)Nc1ccc(S(=O)(=O)Nc2ccccc2N2CCOCC2)cc1Cl	1	0	-11	-1	-3	-0.8	11	-1	-2
COc1ccc2c(c1)O[C@H](c1ccc3c(c1)OCO3)[C@@H](OC(=O)N[C@H]1CCCc3ccccc31)C2=O	0	5	-38	nt	-2	3.1	37	10	-9
O=C(O)/C=C/C(=O)NNC(=O)c1cc(-c2ccccc2)n[nH]1	-2	1	7	-6	-1	4.0	-6	2	-7
COc1ccc(-c2cc3nc(CCl)[nH]c(=O)c3s2)cc1	0	2	-5	2	7	3.8	0	0	-14
Cc1[nH]n(-c2ccccc2)c(=O)c1CCOC(=O)c1cccc(C(F)(F)F)c1	0	2	6	5	1	0.2	-3	16	-6
COC(=O)c1ccc(NCC(=O)N2CCCCCC2)cc1	1	0	0	4	1	-0.7	-3	1	-8
CCOC(=O)N1CCN(C(=O)c2cc(S(=O)(=O)N3CCCC3)cn2C)CC1	6	2	-9	16	-3	0.9	-4	7	-2
COc1ccc(C(=O)O)cc1S(=O)(=O)NCc1ccccn1	-3	1	-5	-9	-1	1.4	-1	12	7
COc1ccc(Oc2c(Cl)cnn(-c3ccc(Cl)c(Cl)c3)c2=O)cc1	-3	0	-1	0	-3	-3.2	-55	21	-2
CCC(CO)(CO)N(CC(=O)Nc1ccc(OC)cc1)CC(=O)Nc1ccc(OC)cc1	2	0	-1	-7	0	-0.3	-11	6	10
CC(C)(C)c1csc(NNC(=O)c2ccc(Br)cc2)n1	1	3	-20	3	-6	3.0	-6	-5	-6
COc1ccc(NC(=S)N(CCCN2CCCC2)Cc2cccs2)cc1	-2	0	-13	10	2	0.0	-6	-1	8
c1cn(CCCNC2CCCCCCC2)cn1	0	1	2	5	2	3.4	0	-3	-1
CCCC(=O)Nc1nc2nc(-c3ccccc3)cc(=O)n2[nH]1	-3	0	-11	11	-2	2.2	-1	-1	-4
CCCN1C(=O)c2cc(C(=O)NCCc3cccc(C)c3)ccc2C1O (stereo not given)	-7	2	0	14	3	4.6	1	31	6
S=C1NCCOCCNC(=S)NCCOCCOCCOCCN1	-4	25	-3	-1	0	-0.2	-8	8	-4
Cc1noc(C)c1CSCC(=O)Nc1nc2ccc(F)cc2s1	-2	5	1	-4	-8	2.5	2	18	4
C=CCn1c(SCC(=O)NC2CCCCC2)nnc1-c1ccc(OC)cc1	-10	0	-9	2	0	0.4	-6	7	-3
CC1Cc2ccccc2N1C(=O)CN1CCN(Cc2ccccc2)CC1 (stereo not given)	-1	0	0	-13	0	2.4	0	13	0
CCOC(=O)C1CCN(C(=O)Cn2cc(C(=O)C3CC3)c3ccccc32)CC1	2	0	9	5	-8	3.6	7	27	-4
COc1ccc2nc(NC(=O)c3cccc(-c4cc5ccccc5oc4=O)c3)sc2c1	23*	0	1	4	1	-0.7	23	14	3
CS(=O)(=O)N(Cc1ccccc1)c1ccc(C(=O)N2CCN(c3cccc(Cl)c3)CC2)cc1	1	0	-3	-22	3	3.5	11	nt	4

Bioassay records deposited in PubChem BioAssay by several laboratories.
